Compound activity (PubChem BioAssay)
mIAP act: increases mouse intestinal alkaline phosphatase activity | activation factor at 10 µM | muIAP, CDP-Star luminescence, 30 min; hits give high values; 1 = vehicle-only enzyme signal, 0 = enzyme-free wells | AID 2805 | hit rate 0.24% among 330,000;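 active = activation factor of at least 2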; note: the source names both 10 and 20 µM as test concentration; values of inactives mirror those of a sister screen read the other way
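Assay system: mouse IAP enzyme; Reagent: CDP-Star chemiluminescent phosphatase substrate; Compound: DMSO-dissolved test compounds; Incubation: 30 min, room temperature; Technique: luminescence from enzymatic CDP-Star hydrolysis; Controls: DMSO-only wells and no-enzyme negative control.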
NLRP3 yeast inh: NALP3 inhibition in yeast | inhibition, % at 10 µM | Yeast reconstituted NLRP3/ASC/caspase-1, beta-gal luminescence, 24 h | AID 2825 | hit rate 0.39% among 330,000;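 active = inhibition of 50% or more; inactive = inhibition below 50%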;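 note: plate controls were induced DMSO wells for no effect and uninduced yeast grown without galactose for full effect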
mIAP inh: blocks mouse intestinal alkaline phosphatase. purified mouse IAP, CDP-Star luminescence, 30 min. hit rate 0.2% among 330,000. inhibition, % at 10 µM;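 active = inhibition of at least 40% at 10 µM in the primary screen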;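 note: plate controls were DMSO with enzyme for no effect and no enzyme wells for full effect; values of inactives mirror those of a sister screen read the other way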
A3G deaminase: APOBEC3G (human) deaminase inhibition; Q9HC16; recombinant A3G, ssDNA deamination FAM/TAMRA fluorescence; inhibition, % at 20 µM; hit rate 0.28% among 330,000;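 active = inhibition of at least 40% at 20 µM, with no more than 30% in the related APOBEC3A deaminase screen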;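 note: plate controls were DMSO wells with A3G for no effect and wells lacking A3G enzyme for full effect; some compounds called inactive have numbers as strong as hits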
Target sequence (Q9HC16 whole entry, looked up): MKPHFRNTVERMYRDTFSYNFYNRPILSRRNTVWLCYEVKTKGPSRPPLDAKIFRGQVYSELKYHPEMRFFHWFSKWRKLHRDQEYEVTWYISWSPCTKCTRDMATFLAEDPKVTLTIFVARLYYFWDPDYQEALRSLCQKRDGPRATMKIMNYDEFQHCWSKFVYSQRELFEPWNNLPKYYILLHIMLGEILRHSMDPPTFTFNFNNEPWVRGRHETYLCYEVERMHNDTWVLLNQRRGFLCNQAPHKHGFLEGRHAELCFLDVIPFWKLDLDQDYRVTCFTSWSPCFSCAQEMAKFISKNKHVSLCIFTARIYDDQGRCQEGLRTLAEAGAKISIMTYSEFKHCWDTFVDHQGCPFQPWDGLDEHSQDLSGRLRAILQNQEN
tim10-1 inh: tim10-1 yeast growth inhibition; inhibition, % at 20 µM; hit rate 2.2% among 330,000; S. cerevisiae tim10-1 ts strain growth, BacTiter-Glo, 24 h;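 active = inhibition of at least 40%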;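 note: mutant grown at 25 °C; 0% = DMSO wells with yeast and 100% = wells holding no yeast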
TIM10 inh: growth inhibitors of TIM10 yeast strain. S. cerevisiae TIM10 strain growth, BacTiter-Glo luminescence, 24 h. inhibition, % at 10 µM. hit rate 1.4% among 330,000;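 active = inhibition of 40% or more at the single tested concentration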;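 note: wild-type TIM10 isogenic control strain grown at permissive 25 °C; 0% = DMSO yeast wells and 100% = minimal medium wells without yeast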
beta cell repl: inducers of beta-cell replication in MIN6 cells; MIN6 cells proliferation, ATPlite luminescence, 48 h; cells starved in 0.2% serum; 100% = growth in 10% serum; proliferation, % at 10 µM; hit rate 0.29% among 330,000; AID 2380;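 active = compounds whose signal lies at least 3.5 SD above the mean of all wells on their plate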;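 note: 0% = DMSO-treated cells in low-serum medium and 100% = 10% serum control; some compounds called inactive have numbers as strong as hits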
A3A deaminase: human APOBEC3A DNA deaminase inhibition; recombinant A3A, FAM/TAMRA ssDNA deamination fluorescence; inhibition, % at 20 µM; AID 493011; hit rate 0.41% among 330,000;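 active = at least 40% inhibition at 20 µM here, with at most 30% in a related deaminase screen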;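 note: plate controls were A3A with DMSO for no effect and wells lacking A3A enzyme for full effect; some results filed as inactive read as strong as hits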
Target sequence (P31941 whole entry, looked up): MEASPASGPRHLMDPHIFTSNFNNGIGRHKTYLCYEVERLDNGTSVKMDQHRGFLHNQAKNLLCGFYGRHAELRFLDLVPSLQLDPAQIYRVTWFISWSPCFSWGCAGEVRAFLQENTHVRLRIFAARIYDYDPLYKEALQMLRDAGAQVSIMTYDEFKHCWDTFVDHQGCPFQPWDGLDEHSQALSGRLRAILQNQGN
hIAP block: human IAP inhibition | inhibition, % at 10 µM | P09923 | AID 2544 | purified IAP, CDP-Star luminescence, 30 min | hit rate 0.12% among 330,000;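 active = inhibition reaching a set limit with compound at 10 µM in the primary screen, cut at about 35% in these data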;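 note: plate controls were DMSO wells with enzyme for no effect and no-enzyme buffer wells for full effect; values of inactives mirror those of a sister screen read the other way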
The depositor's hits bear a star; / = no result given.

SMILES	mIAP act	NLRP3 yeast inh	mIAP inh	A3G deaminase	tim10-1 inh	TIM10 inh	beta cell repl	A3A deaminase	hIAP block
Cc1c(C(=O)N2CCCC2)c(S(=O)(=O)N2CCN(c3ccccc3F)CC2)c(C)n1C	0.96	14	4	-3	15	1	-2	-3	-4
CC1Sc2n(c3ccccc3[n+]2C)N=C1c1ccccc1 (stereo not given)	0.94	-3	6	-4	20	18	-5	-1	1
Nc1nc(Cl)cc(Oc2ccc(Cl)cc2)n1	0.96	-4	4	-9	-7	3	-1	-1	-12
O=C1NC(=O)/C(=C/c2ccc(-c3cccc([N+](=O)[O-])c3)o2)S1	0.85	2	15	-3	-7	-24	-3	-4	6
O=c1[nH]cnc2c1nc(SCc1ccccc1)n2C1OC(CO)C(O)C1O (stereo not given)	0.93	4	7	-1	4	10	0	-2	9
Cc1cccc(C)c1N=C1SC(CC(=O)Nc2c(C)cccc2C)C(=O)N1CCc1ccccn1 (stereo not given)	1.3	4	-28	-4	8	21	-2	-1	-8
Cc1coc2c(C)c3oc(=O)c(CCC(=O)N4CCC(C(=O)NCCCC(=O)O)(c5ccccc5)CC4)c(C)c3cc12	0.94	-3	6	-5	23	12	-3	-3	-7
COc1cccc(C(=O)O/N=C(\N)c2ccc([N+](=O)[O-])cc2)c1	1	4	-1	0	27	-4	-1	1	0
CCOC(=O)C1CCN(c2ccc(-c3cccs3)nn2)CC1	0.95	26	4	-9	17	14	-6	-2	4
O=c1[nH]cnc2c1C(c1ccccc1)c1c(nc[nH]c1=O)O2	0.94	8	6	-6	3	-4	-1	-1	6
CCOC(=O)CNC(=O)CN1C(=O)CC(c2ccco2)Sc2ccccc21 (stereo not given)	1	17	-1	-4	0	7	-4	1	3
O=C(OCc1cnc(Cl)s1)c1cccc(Cl)c1	0.92	-10	8	-4	2	9	0	-3	6
CN(c1ccc(C(=O)Nc2cccnc2)cc1)S(=O)(=O)c1ccc(Cl)cc1	0.98	23	2	1	13	-8	-1	1	-2
COc1ccc(-c2ccc(C(=O)O)o2)c([N+](=O)[O-])c1	1.1	-1	-5	-4	-8	7	0	0	14
CCS(=O)(=O)n1nc(C(=O)N2CCOCC2)nc1N	0.9	-3	10	-5	0	3	-3	-1	-9
CCN(CC)S(=O)(=O)c1cc(NC(=O)COC(=O)Cn2cnc3ccccc32)ccc1C	0.95	1	5	-6	8	-1	4	-5	12
COc1cccc(NC(=S)N(CCc2nc3cc(C)c(C)cc3[nH]2)Cc2cccnc2)c1	1.1	12	-14	1	1	-1	-1	3	12
Cc1c2cnn(-c3ccccc3)c(=O)c2c(C)n1CCCC(=O)NCCN1CCN(C)CC1	0.93	-1	7	-5	-8	6	3	1	18
CCOC(=O)Cn1c(=O)oc2cc(S(=O)(=O)Nc3cc(OCC)ccc3OCC)ccc21	0.99	6	1	-2	20	23	-3	0	13
Cc1cc(C)cc(C(=O)NCC(=O)OC(C)C(=O)N(C)c2ccccc2)c1 (stereo not given)	0.92	9	8	-13	14	-4	-2	2	9
Cc1ccccc1N1CC(C(=O)NC2CCCC2)CC1=O (stereo not given)	1.1	15	-8	-2	-4	-1	0	2	-19
Cc1ccccc1N(C(=O)c1cccs1)c1nc2ccccc2s1	1	24	0	-6	9	-7	-3	-7	-12
Cc1ccc(C(=O)c2coc3ccc(OCC(=O)O)cc23)cc1	0.99	4	1	-3	-4	-3	-4	-2	5
CC(=O)OCC1(C)CN(c2ccccc2)N(C(C)=O)C1=O (stereo not given)	1.1	19	-8	-5	11	14	-5	3	14
COc1ccc(-c2nn(-c3ccccc3)cc2C(=O)NCC(c2cccs2)N2CCOCC2)cc1 (stereo not given)	1.2	31	-15	-3	19	15	-5	3	-2
O=C(O)c1cc(-c2ccccc2)nc(-c2ccccc2)c1	0.96	21	4	4	-10	1	3	1	-3
Cc1nc(-c2cccc(NC(=O)c3ccc(-n4nccc4C)cc3)c2)cs1	0.91	32	9	-2	-24	1	0	-1	-12
S=C(NC1CCCC1)NN1CCOCC1	0.96	3	4	-6	9	-1	-1	-2	-1
N#Cc1ccccc1NC(=O)CN(Cc1ccccc1)Cc1ccccc1	0.91	17	9	-7	-6	4	-4	0	8
CCOC(=O)Cc1csc(NC(=S)NC(=O)c2ccc([N+](=O)[O-])cc2)n1	1	-3	-2	4	29	24	1	3	7
CCOc1ccc(-c2csc(C3COc4ccccc4O3)n2)cc1 (stereo not given)	1	0	-3	3	20	5	0	3	-20
O=C/C(=C\Nc1ccc(C(=O)N2CCOCC2)cc1)c1nc2ccccc2o1	1.1	11	-9	1	36	10	-4	-2	-48
CC(=O)c1ccc(NC(=O)CN2CCC(C(=O)c3ccc(F)cc3)CC2)cc1	0.95	16	5	0	3	0	2	1	2
CCCCOc1cccc(C(=O)NC(=S)Nc2ccc(Cl)c(C(=O)O)c2)c1	0.9	12	10	-7	10	8	-1	-4	11
CN1CCN(C(=O)c2ccc3nc(-c4ccccc4)c(-c4ccccc4)nc3c2)CC1	0.91	2	9	-5	11	22	0	1	4
CCC/C(=N/NC(=O)c1csc(C)c1C)c1ccc(Cl)s1	1	13	-4	-1	16	-4	-2	-1	16
Cc1nnc(NC(=O)CN2C(=O)NC3(CCCC3)C2=O)s1	1	-4	-2	-5	9	20	0	-3	16
C=CCc1ccc(OCCOc2cccc3ccc(C)nc23)c(OC)c1	0.96	6	4	-7	42*	52*	-2	-4	7
O=C(CN1C(=O)NC2(CCCCCCC2)C1=O)NCc1cccs1	0.98	-22	2	-4	1	-4	2	-1	-4
Cc1ccc(C(=O)Nc2cccc(NC(=O)c3ccc(C)cc3)n2)cc1	0.94	29	6	-7	5	0	-2	0	6
c1ccc(CCC2Cc3ccccc3N2)cc1 (stereo not given)	0.95	38	5	-8	-15	5	2	-5	3
COc1ccc2[nH]c3c(c2c1)CCN1C(=O)C(CC(=O)NCCC2=CCCCC2)C[C@H](C(=O)N2CCOCC2)[C@@]31CCC1CCCC1 (stereo not given in full)	1.1	/	-15	-3	6	5	/	1	/
COc1ccc(C(C(=O)NC(C)(C)C)N(C(=O)CNC(=O)c2cccs2)c2ccc(NC(C)=O)cc2)cc1OC (stereo not given)	0.93	23	7	-2	-9	8	2	-3	0
Cc1noc(C)c1CSc1nc2sc(C)c(C)c2c(=O)n1-c1ccccc1	0.96	-7	4	-7	38	17	0	-3	3
COc1cccc(N(Cc2nnc3n2CCCCC3)C(=O)Nc2ccccc2F)c1	1.1	-1	-8	4	3	10	4	-7	-3
Cc1ccc(C(=O)N2CC(C)OC(C)C2)c(Cl)c1 (stereo not given)	1	14	0	-4	19	-10	2	-1	-8
CCSc1nc2cc(OC)c(OC)cc2c(=O)n1CCc1ccccc1	0.95	9	5	1	-10	-36	-4	37	-12
Cc1ccc(NC(=O)CN(C)C(=O)Cn2nnc(-c3ccccc3)n2)cc1	1	-2	-1	-8	-4	1	4	-4	2
COc1cc(/C=N/N=C(\N)c2nonc2N)cc(OC)c1OC	0.91	2	9	-3	12	19	-4	5	8
Cc1ccnc(NC(=O)COc2c(C)cc(C)cc2[N+](=O)[O-])c1	0.96	14	4	-5	22	-3	0	-1	9
O=S(=O)(c1ccc(F)c(F)c1F)N1CCN(C(=S)NC2CC3CCC2C3)CC1 (stereo not given)	1.1	12	-14	-6	-13	-2	-4	-2	-6
CC(=O)Nc1ccc(-n2c(C)c(C(C)=O)c(C(C)=O)c2C)cc1	1	0	-1	-4	16	0	1	1	-2
CCCS(=O)(=O)c1c(S(=O)(=O)CCC)c2cnccn2c1C(=O)c1ccc(Cl)cc1	0.97	11	3	6	24	6	-2	-2	-14
O=C(CP(=O)(c1ccccc1)c1ccccc1)N1CCCCC1	1	-1	-4	-3	3	4	0	-3	-7
COc1ccc(N(Cc2cc3ccc(C)cc3[nH]c2=O)C(=O)C2CCCO2)cc1 (stereo not given)	1.1	1	-5	-4	3	-24	-5	-3	-10
CN1CCN(CCCNC(=O)c2ccc(/C=C3\Oc4ccccc4N(Cc4ccc(Cl)cc4)C3=O)cc2)CC1	1	18	-4	5	32	5	-8	-1	3
Cc1ccc(N(CC2CO2)S(=O)(=O)c2ccccc2[N+](=O)[O-])cc1 (stereo not given)	1.1	-2	-12	-8	5	-8	0	-5	-10
COc1ccc(C2Nc3ccccc3C(=O)N2c2ccc(F)cc2)cc1CSc1ccccn1 (stereo not given)	1	6	-1	-13	16	12	-1	-6	14
CCC(C)NCCOc1ccc(Br)cc1 (stereo not given)	0.96	23	4	-5	0	-7	1	-4	-2
COc1cc(NC(=O)COC(=O)CO/N=C(\C)c2ccc3c(c2)OCO3)cc(OC)c1	1	-14	0	-1	34	14	2	11	14

Part of the list above, showing only TIM10 inh.
SMILES,TIM10 inh
COc1ccc(C(C(=O)NC(C)(C)C)N(C(=O)CNC(=O)c2cccs2)c2ccc(NC(C)=O)cc2)cc1OC (stereo not given),8
CCC(C)NCCOc1ccc(Br)cc1 (stereo not given),-7
Cc1ccnc(NC(=O)COc2c(C)cc(C)cc2[N+](=O)[O-])c1,-3

The listing continues.
SMILES	mIAP act	NLRP3 yeast inh	mIAP inh	A3G deaminase	tim10-1 inh	TIM10 inh	beta cell repl	A3A deaminase	hIAP block
CCCCCC(=O)NNC1=NCC(Cc2cccc(Cl)c2)S1 (stereo not given)	1.1	-5	-14	-3	22	-14	0	-3	-52
C=CCC[C@H](Cc1ccc(F)cc1)C(=O)OC[C@H]1CCCN1C(=O)[C@@H](CC=C)CC(=O)NCCO	1	12	-2	-8	14	2	1	-5	10
Cc1cc(C)c(NC(=O)C2CCCN2CCOC(=O)c2ccccc2)c(C)c1 (stereo not given)	0.93	11	7	-10	32	38	1	-1	-3
Cc1ccc(CN2C(=O)C(C)Nc3ncnc(N4CCN(c5ccccn5)CC4)c32)cc1 (stereo not given)	0.94	17	6	-1	21	21	0	-2	6
O=C(/C=C/c1ccccc1)N/C(=C/c1ccccc1)C(=O)NCCO	1.1	12	-10	-1	23	-10	-3	6	0
Cc1cc(N2CCOCC2)nc2ccc(NC(=S)NCc3ccc4c(c3)OCO4)cc12	1.4	19	-38	-6	32	15	-2	-4	-18
CCCCCCCCN1N=N[C@H]2[C@H]1[C@@H]1C[C@H]2N(C(=O)OC(C)(C)C)O1	0.96	/	4	3	11	14	/	3	/
Clc1ccc(-c2nc3ccccc3nc2-c2ccccc2)cc1	0.87	9	13	-8	23	34	0	-1	4
COc1ccc(CNC(=O)Cn2cnc3c(=O)n(C)c(=O)n(C)c32)cc1	0.93	11	7	-4	-1	-1	0	0	2
O=C(NC(=S)Nc1cc(C(F)(F)F)ccc1Cl)c1ccccc1	0.8	11	20	-4	3	-10	-3	-14	11
O=C(Oc1cccc(Oc2ccccc2)c1)N1CCOCC1	1	36	-4	-8	16	19	-1	-2	-18
CCN(CC(=O)NC1CCS(=O)(=O)C1)S(=O)(=O)c1ccc(F)cc1 (stereo not given)	0.95	4	5	-4	3	10	3	1	11
Cc1ccc(OCCC(=O)OCC(=O)Nc2ccc(N3CCOCC3)cc2)cc1	1.1	9	-6	-8	18	9	3	4	-38
COc1ccc(NC(=O)CCc2nnc3ccc(NCc4ccco4)nn23)cc1	0.99	1	1	-3	19	-1	1	-1	-15
COc1ccccc1OC1=NS(=O)(=O)c2ccccc21	1	28	-4	-6	-5	-14	0	-1	-6

Rows were taken by chance. Share with any hit: about 4.6%.
